High-throughput results: PubChem BioAssay, several laboratories
TNAP activators: stimulation of alkaline phosphatase TNAP activity – biochemical, luminescent, no phosphate acceptor, uHTS, primary screen (AID 1001); purified TNAP, luminescent activation assay, no phosphate acceptor; higher activation fold means a stronger effect; one-dose activation fold at 20 µM; EC50 in µM for titrated hits; actives 0.03% (n = 200,000); in the data active means activation fold from about 3, or a potency from the dose series; inactive means the rest, 99 in 100 with activation fold below about 1.6; further: many of its hits are not listed in these tables
Myeloid diff MLP: compounds promoting myeloid differentiation. calls only at 10 µM. ER-HoxA9 myeloid progenitors, lysozyme-GFP differentiation, flow cytometry. actives 1% (n = 360,000). AID 624256;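 active means normalized GFP-positive differentiation at or above the plate's own cutoff, the solvent-only control mean plus 3 SD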;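 further: cells exposed to compound for four days before flow analysis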
b-catenin transl: alters nuclear translocation of beta-catenin in HeLa cells; immunofluorescence imaging; nuclear translocation activity, % at 5 µM; actives 0.3% (n = 190,000); AID 1665;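 active means nuclear translocation activity above 50% at 5 µM, with a well cell count of 50 or more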;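 further: per-cell ratio of nuclear to cytoplasmic median beta-catenin stain intensity; plate controls were DMSO negative control for no effect and GSK-3 inhibitor IX positive control for full effect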
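Read-out: Nuclear/cytoplasmic beta-catenin signal ratio, % activation | Assay system: Human HeLa cell line | Times: 24 h compound exposure at 37°C, 5% CO2 | Signal: Fluorescence imaging of beta-catenin antibody stain plus DAPI | Dosing: 5 µM primary, 0.02–20 µM confirmation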
Ins promoter up: MIN6 insulin promoter up-regulation; AID 1625; MIN6 insulin promoter-GFP reporter, high-content imaging; hits give high values; z-score at 5 µM; actives 0.3% (n = 190,000);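 active means z-score above 3 at 5 µM with at least 500 cells counted in the well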
T cell modulator: modulates CD8 T cell binding to vesicles. AID 2052. calls only at 7 µM. 2C CD8+ T cell-vesicle binding, flow cytometry; hits give low values. actives 0.068% (n = 330,000);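 active means response, share of CD8 T cells binding vesicles, and their 90th percentile fluorescence all below set limits, cut at about 80% in these data, passing the limit was not always enough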
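Material: 2C TCR transgenic mouse naive CD8+ T cells, MACS-purified. Also added: QL9-charged Drosophila Ld/ICAM-1/B7-1 vesicles. Timing: binding 1.5 h at 37 °C. Measured by: high-throughput flow cytometry with anti-B7-1 and anti-CD8 staining. Read-out: percent CD8+ FL2 mean versus row control. Controls: Unloaded micro-vesicles (low), QL9 vesicles with 0.7% DMSO (high).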
Dynein transport: dynein cargo transport inhibition | 3617.4 mouse cells, GR-EGFP nuclear translocation imaging; test concentration mostly 20 µM; stimulated with dexamethasone, 1 µM; hits give low values | actives 0.47% (n = 220,000) | z-score, hits read low | AID 1381;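 active means plate z-score of nuclear minus cytoplasmic receptor signal below a set negative limit, without overly bright fluorescence or cell loss, cut at about -3.5 in these data, passing the limit was not always enough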;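 further: z-score of nuclear minus cytoplasmic ring GR-EGFP intensity difference per well; some compounds called inactive have numbers as strong as hits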
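Buffer or medium: tetracycline-free induction medium containing charcoal-stripped FBS / Reagent: dexamethasone agonist, 1.0 µM final, for 30 min / Technique: automated 10x imaging of fixed Hoechst-stained cells / Times: induction 48 h, compound 1 h, agonist 30 min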
PMI inhibitors: MPI enzyme activity inhibition – biochemical, fluorescence intensity, coupled assay, primary screen (AID 1209). purified PMI enzyme, coupled fluorescence intensity; higher % means a stronger effect. actives 0.42% (n = 190,000). inhibition, % at 20 µM; hits with a dose series show IC50 in µM; in the data active means inhibition above about 50%;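 further: plate controls were DMSO vehicle for no effect and wells lacking substrate for full effect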
MT stabilizer: microtubule stabilization, imaging screen; HeLa tubulin immunostaining HCS, 24 h; share of cells brighter than vehicle mean+2SD; % tubulin-high responders, % at 10 µM; actives 0.83% (n = 200,000); AID 2205;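 active means plate Z-score above 3 for both tubulin-high and condensed-nucleus cell shares, with cell loss under 80%, at 10 µM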;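 further: anti alpha tubulin signal scored within the nucleus-defined area of each cell; some results filed as inactive read as strong as hits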
Lipid droplet: modulators of hepatic lipid droplet formation | AML12 mouse hepatocytes, oleate lipid droplets, BODIPY imaging | actives 0.4% (n = 240,000) | AID 1656 | inhibition, % at 6.5 µM;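 active means lipid droplet intensity inhibited by at least 50%, with more than 500 cells counted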
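Assay system: AML12 mouse liver cells | Compound dosing: One dose, 6.5 µM compound | Read-out basis: Droplet intensity reduction, % inhibition | Measured by: Fluorescence imaging, 20x objective, two fields per well | Schedule: Overnight treatment with compound plus oleate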
Dynein transport cytoplasmic EGFP: further read-out of Dynein transport, marked with its call; z-score; measured here: cytoplasmic GR-EGFP intensity; hits give high values
Dynein transport nuclear GR-EGFP: also measured in Dynein transport; calls as there; z-score; measured here: nuclear GR-EGFP intensity;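 lower value marks the stronger effect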
Dynein transport cell count: second read-out of Dynein transport, no call of its own (marks repeat the call); z-score; measured here: cell count per field
Ins promoter up cell count: second read-out of Ins promoter up, no call of its own (marks repeat the call); cell count; measured here: cytotoxicity, nuclei count;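 total cells summed across four imaged fields per well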
Lipid droplet cells 6.5 µM: also measured in Lipid droplet; calls as there; cell count; measured here: cell count, cytotoxicity flag;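 cells counted across two imaged fields per well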
b-catenin transl cell count 5 µM: second read-out of b-catenin transl, no call of its own (marks repeat the call); cell count; measured here: cell count, cytotoxicity flag
T cell modulator vesicle-bound %: further read-out of T cell modulator, marked with its call; double positive events, %; measured here: CD8+ vesicle-bound cell fraction;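 binding gate set so that unloaded-vesicle control wells show 10% double positive cells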
MT stabilizer Hoechst-high %: also measured in MT stabilizer; calls as there; % Hoechst-high responders; measured here: nuclear condensation Hoechst responders;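 share of cells brighter than vehicle mean plus two SD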
MT stabilizer cytotoxicity %: second read-out of MT stabilizer, no call of its own (marks repeat the call); toxicity, %; measured here: cytotoxicity by cell density;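 0% = mean cell density of plate MIN control wells and 100% = no cells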
Myeloid diff MLP GFP+ MAC1+ %: second read-out of Myeloid diff MLP, no call of its own (marks repeat the call); GFP+ MAC1+ double positive, %; measured here: differentiation confirmed by MAC1 staining
* hit, by the source's call; i = inactive; nt = not tested or not shown.

Fields: TNAP activators	Myeloid diff MLP	Myeloid diff MLP GFP+ MAC1+ %	b-catenin transl	b-catenin transl cell count 5 µM	Ins promoter up	Ins promoter up cell count	T cell modulator	T cell modulator vesicle-bound %	Dynein transport	Dynein transport cytoplasmic EGFP	Dynein transport nuclear GR-EGFP	Dynein transport cell count	PMI inhibitors	MT stabilizer	MT stabilizer Hoechst-high %	MT stabilizer cytotoxicity %	Lipid droplet	Lipid droplet cells 6.5 µM
COc1ccc(Nc2c([N+](=O)[O-])ccc3c2=NC2(CCCCC2)N=3)cc1
 : 0.8	i	0.3	0.4	993	-0.14	1344	i	7	-0.69	-0.26	-0.37	0.53	33%	1.5	1.1	0.8	0	699
Cc1cccn2c(=O)c3cc(C(=O)NCc4cccnc4)c(=N)n(C)c3nc12
 : 1.2	nt	nt	-1.2	1144	0.22	1133	nt	nt	nt	nt	nt	nt	-6%	nt	nt	nt	nt	nt
CCC(=O)c1ccc(OCC(O)CNC(C)c2ccccc2)cc1 (stereo not drawn)
 : 1.2	i	0.5	0.2	1138	-0.73	1430	i	53	2.1	-0.13	1.5	-0.88	-6%	8.3	2.3	2.7	6	691
Cc1c(N2C(=O)c3ccc4c5c(ccc(c35)C2=O)CC4)c(=O)n(-c2ccccc2)n1C
 : 1	i	1.6	-0.2	1012	0.85	1794	i	51	0.15	-0.3	-0.013	-0.047	11%	1.1	1.2	3.3	8	732
CCC(=O)c1ccc(OCC(O)CN2CC(C)OC(C)C2)cc1 (stereo not drawn)
 : 1.2	i	1.3	-0.9	992	nt	nt	i	52	0.98	-0.19	0.67	-0.98	-4%	3.2	2.4	3.4	nt	nt
COc1ccc(NC(=O)N(Cc2cc3cc(C)ccc3[nH]c2=O)CC2CCCO2)cc1 (stereo not drawn)
 : nt	i	0.7	0.5	1273	-1.1	1008	i	60	0.63	-0.24	0.74	-0.37	nt	nt	nt	nt	0	779
CC1(NC(=O)NCc2ccccc2)CCS(=O)(=O)C1 (stereo not drawn)
 : 1.1	i	0.5	-0.2	965	0.41	1465	i	52	-0.33	-0.058	0.33	0.14	7%	3.5	1.2	6.5	12	771
COC(C[C@H](O)[C@H](C)[C@@H](O)COCc1ccccc1)OC
 : nt	i	1.0	1.1	1396	0.37	945	nt	nt	-0.16	-0.8	-0.033	0.11	nt	nt	nt	nt	14	624
NC(=O)COC(=O)CN1C(=O)C2CCCCC2C1=O (stereo not drawn)
 : 1.2	i	1.5	-0.7	1117	-0.76	1607	i	45	-0.13	-0.24	-0.3	0.41	3%	4.2	1.9	7.4	1	653
COc1ccc(/C(N)=N/OC(=O)CSc2ccccc2)cc1OC
 : 1	i	1.8	-2.6	1224	-0.05	950	i	54	2.7	-0.22	1.3	-0.44	5%	1.1	1.3	5.1	-2	787
Cc1ccc(C(=O)CSc2nc3ccccc3o2)cc1
 : 1.2	i	6.1	nt	nt	nt	nt	i	36	0.062	-0.23	-0.15	1	4%	2.2	2.9	4.9	2	815
CCOc1ccccc1C1NC(=O)NC(C)=C1C(=O)OC1CCCCC1 (stereo not drawn)
 : 0.9	i	7.0	-0.8	1098	-0.58	1760	i	42	0.33	-0.23	0.48	0.68	11%	8.7	2.7	4.8	-7	557
COc1ccc(C)cc1S(=O)(=O)N(C)CC(=O)N1CCCCC1
 : nt	i	4.3	nt	nt	nt	nt	i	72	-0.51	-0.23	-0.39	0.49	nt	2.6	1.7	6.3	nt	nt
CC(=O)OC(C)CS(=O)(=O)c1ccccc1 (stereo not drawn)
 : 1	i	0.7	-0.7	1048	-0.29	1045	i	36	-0.42	-0.2	-0.21	0.37	-5%	1.6	1.4	2.9	-2	659
Cc1nc(SCC(=O)N2CC(=O)Nc3ccccc32)nc(C)c1C
 : 1.1	i	1.0	-0.5	1101	0.56	1160	i	25	-0.35	-0.4	-0.47	0.72	-10%	3.2	0.9	8.0	10	664
O=C(COc1ccc(S(=O)(=O)NCc2ccccc2)cc1Cl)N1CCOCC1
 : 1.1	i	1.2	-0.1	1043	-4.7	995	i	4	0.9	-0.061	0.99	-0.89	3%	4.0	2.3	7.4	-22	647
CCC(=O)N1CCc2cc(Br)cc(S(=O)(=O)NCCN3CCCCC3C)c21 (stereo not drawn)
 : 1.1	i	1.3	-0.2	1162	-1.1	1265	i	39	-1.4	-0.2	-0.4	0.73	6%	1.9	2.3	7.0	-6	729
N#Cc1cc(O)c(-n2nnc3ccccc32)cc1C#N
 : 1	i	0.8	-1.6	935	0.4	1505	i	34	1.1	0.064	0.63	-0.9	-12%	3.4	2.8	8.9	3	581
Cc1cc(=O)n2nc(N3CCCC3C(=O)NCc3ccccn3)sc2n1 (stereo not drawn)
 : 1.1	i	0.8	-1.4	1211	0.02	1251	i	52	-1.4	-0.21	-0.092	1.1	7%	3.3	3.0	5.0	-1	726
COC(=O)Nc1c(C)nn(Cc2ccccc2C)c1C
 : 1	i	7.7	-0.8	1029	0.2	1253	i	40	3.3	1.7	3.6	-3.3	3%	4.2	1.5	6.5	6	654
COC(=O)c1c(SCC(=O)Nc2ccc(C)cc2)nc(=O)[nH]c1C
 : 1.1	i	0.4	-2.3	1110	0.07	1134	i	22	0.88	-0.12	0.69	-0.77	0%	4.8	2.3	1.4	3	736
O=C(C1CCC(CNc2c(N3CCCCC3)c(=O)c2=O)CC1)N1CCc2ccccc2C1 (stereo not drawn)
 : 1.1	i	3.7	-1.8	1001	0.54	1487	nt	nt	0.094	-0.15	0.3	0.91	12%	3.1	1.5	5.2	-2	663
O=C(NCCc1ccc(F)cc1)Nc1ccc2c(c1)OCO2
 : 1	i	0.9	2.4	972	0.48	1507	i	41	1.5	-0.14	1.2	-1.4	0%	3.0	1.1	4.5	4	716
O=C(CN1C(=O)C2CC=CCC2C1=O)Nc1nccs1 (stereo not drawn)
 : 1.1	i	0.3	-8.1	1273	0.25	1313	i	33	nt	nt	nt	nt	6%	nt	nt	nt	13	733
Cc1ccc(S(=O)(=O)Oc2ccccc2/C=N/NC(=O)c2c(Cl)cnn2C)cc1
 : 1.1	i	0.5	-0.9	1161	nt	nt	i	34	0.22	-0.26	-0.12	0.0058	12%	2.7	1.6	4.4	-11	675
N#CC1c2ccccc2C=CN1C(=O)c1ccccc1 (stereo not drawn)
 : nt	i	0.5	0.6	1406	-2.2	589	i	28	0.18	-0.17	1.1	-1.3	nt	nt	nt	nt	3	736
CC(C)COc1ccc(C2NC(=O)NC2=O)cc1 (stereo not drawn)
 : 1	i	0.5	0.1	978	-0.15	978	i	58	0.84	-0.052	1.4	-2.5	2%	2.4	1.6	2.8	0	690
Cn1cc(-c2nnnn2-c2cccc(C(F)(F)F)c2)c(C(F)(F)F)n1
 : 1.2	i	2.3	1.6	1014	0.1	1183	i	12	-0.16	-0.17	-0.61	0.49	6%	1.9	1.3	7.1	11	601
O=C(c1ccc2c(c1)OCO2)C1CCCN(C(=O)C2CCOCC2)C1 (stereo not drawn)
 : 1.1	i	0.1	1.0	974	-0.7	1484	i	41	-0.62	-0.26	-0.083	-0.2	0%	3.4	2.5	3.3	5	751
CC(Oc1ccc(-c2nccc(-c3ccccn3)n2)cc1)C(=O)NN (stereo not drawn)
 : 1.1	i	0.6	1.5	1379	0.01	1462	i	29	0.68	-0.16	1.1	-0.25	8%	2.1	1.8	8.6	nt	nt
Cc1csc(NC(=O)c2ccoc2C)n1
 : 1.1	i	0.8	-0.7	991	0.17	1664	i	37	0.88	-0.25	0.87	0.61	-5%	3.2	2.9	9.4	-32	663
COc1ccc(N2CCN(C(=O)c3ccc4c(c3)[nH]c(=S)n3c5ccccc5nc43)CC2)cc1
 : 1.1	nt	nt	-1.1	1066	nt	nt	i	33	-0.3	-0.32	-0.13	0.058	1%	2.9	1.3	3.0	3	677
COC(=O)CC1=NN(c2ccccc2)C(=O)C1
 : 1.1	i	0.2	2.3	1100	1.5	1205	i	43	-0.35	-0.14	-0.53	0.45	-16%	3.0	3.2	8.3	2	716

Laid out differently: entries from further up
Structure	TNAP activators	Myeloid diff MLP	Myeloid diff MLP GFP+ MAC1+ %	b-catenin transl	b-catenin transl cell count 5 µM	Ins promoter up	Ins promoter up cell count	T cell modulator	T cell modulator vesicle-bound %	Dynein transport	Dynein transport cytoplasmic EGFP	Dynein transport nuclear GR-EGFP	Dynein transport cell count	PMI inhibitors	MT stabilizer	MT stabilizer Hoechst-high %	MT stabilizer cytotoxicity %	Lipid droplet	Lipid droplet cells 6.5 µM
N#CC1c2ccccc2C=CN1C(=O)c1ccccc1 (stereo not drawn)	nt	i	0.5	0.6	1406	-2.2	589	i	28	0.18	-0.17	1.1	-1.3	nt	nt	nt	nt	3	736
CC(C)COc1ccc(C2NC(=O)NC2=O)cc1 (stereo not drawn)	1	i	0.5	0.1	978	-0.15	978	i	58	0.84	-0.052	1.4	-2.5	2%	2.4	1.6	2.8	0	690
